# dFosB activator: activators of delta FosB homodimer, primary screen, biochemical, fluorescence polarization, TAMRA-CDK5 oligo, single point. AID 493131, 2011. 0.99% of 340,000 active. Protein FosB (Mus musculus), P13346. activation, % at 25 µM. purified delta FosB; percent of positive-control signal above neutral wells;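 active = mean activation above about 17%, with every replicate also reaching it, limit read from the data, passing the limit was not always enough; inconclusive = only one of the two conditions met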;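 note: fluorescence polarization rise as delta FosB binds a TAMRA Cdk5 AP-1 oligo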
# SR-BI DiI inh: inhibitors of SR-BI mediated HDL lipid uptake, primary screen, ldlA[mSR-BI] cells, fluorescence, single point; AID 488896, 2010; inhibition, % at 12.5 µM; Scavenger receptor class B member 1 (Mus musculus), Q61009; ldlA[mSR-BI] CHO cells, DiI-HDL uptake fluorescence, 3 h; 0.96% of 320,000 active;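 active = mean replicate inhibition of at least 70% and a set share of replicates each scoring 70 or more; inconclusive = meets just one of the two criteria; inactive = fails both criteria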;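 note: 0% = median of neutral control wells and 100% = median of positive control wells; values of inactives mirror those of a sister screen read the other way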
# Target sequence (Q61009 whole entry, looked up): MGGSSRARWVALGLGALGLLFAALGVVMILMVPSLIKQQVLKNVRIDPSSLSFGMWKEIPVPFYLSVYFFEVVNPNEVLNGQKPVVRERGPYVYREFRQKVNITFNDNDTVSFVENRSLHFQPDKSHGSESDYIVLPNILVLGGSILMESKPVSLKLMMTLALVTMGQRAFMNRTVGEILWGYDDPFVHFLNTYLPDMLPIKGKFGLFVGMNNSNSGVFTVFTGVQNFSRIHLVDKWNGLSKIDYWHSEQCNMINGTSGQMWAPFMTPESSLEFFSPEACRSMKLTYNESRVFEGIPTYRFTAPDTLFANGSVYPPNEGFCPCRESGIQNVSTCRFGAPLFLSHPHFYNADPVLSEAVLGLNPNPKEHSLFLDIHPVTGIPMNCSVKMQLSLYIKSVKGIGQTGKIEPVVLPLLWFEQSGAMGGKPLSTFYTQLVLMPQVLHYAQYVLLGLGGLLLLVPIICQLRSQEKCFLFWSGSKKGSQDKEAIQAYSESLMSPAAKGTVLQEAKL
# Arr AP2 block: inhibitors of beta-arrestin/AP2 binding, primary screen, biochemical, GPCR trafficking, flow cytometry; beta-arrestin 1 C-terminal peptide binding to AP2 beta2-adaptin appendage (human); FITC-arrestin peptide / GST-AP2 beads; AP2 beta2 appendage carries R879A mutation; inhibition, % at 10 µM; 0.31% of 340,000 active;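 active = inhibition above a set limit, near 3 SD of compounds lacking own fluorescence, cut at about 54% in these data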;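 note: plate controls were DMSO wells for no effect and 5 µM unlabelled arrestin peptide for full effect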
#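 System: GST-AP2 R879A bound to glutathione beads, E. coli-expressed. Also added: 50 nM FITC-arrestin peptide. Schedule: compound with beads 12 min RT, then probe 1 h RT. Signal: bead flow cytometry, FITC channel. Read-out basis: percent response.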
# SR-BI uptake up: activators of SR-BI mediated DiI-HDL uptake, primary screen, ldlA[mSR-BI] CHO cells, DiI fluorescence; AID 504775, 2011; activation, % at 12.5 µM; 0.096% of 320,000 active; 3 h; 100 = double the neutral-control signal;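 active = mean replicate activation of at least 60% and every replicate at or above 60%; inconclusive = mean or all-replicate condition met, but not both; inactive = mean below 60% and not all replicates reaching 60%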;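 note: 0% = median plate neutral-control signal and 100% = twice that signal; values of inactives mirror those of a sister screen read the other way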
#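 Test system: SR-BI-overexpressing, LDLR-lacking CHO cells. Measured by: DiI fluorescence, bottom read. Medium: Ham's F12 with 0.5% BSA, HEPES 25 mM, pH 7.4. Timing: 3 h uptake period with compound, 37 °C.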
# Pemphigus Ab inh: inhibitors of pemphigus antibody binding to DSG3, primary screen, biochemical, bead-based, flow cytometry, scFv-GFP; 0.48% of 310,000 active; binding (percent of control), % at 10 µM; DSG3-coupled beads, scFv-anti-DSG3-GFP binding; stronger effect = lower value; Desmoglein-3 (Homo sapiens), P32926;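 active = binding more than 3 SD below its plate's average and above zero; inconclusive = below that plate limit but binding exactly zero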;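 note: hits lower antibody fragment binding to DSG3; some compounds called inactive have numbers as strong as hits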
# MITF act: activators of MITF-driven TRPM1 promoter reporter, primary screen, cell-based, SK-MEL-5, luciferase, single point. SK-MEL-5 TRPM1-promoter luciferase, 24 h; % of positive control, neutral wells = 0. activation, % at 12.5 µM. 0.75% of 300,000 active;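 active = mean activation of at least 80% with every replicate also reaching 80%; inconclusive = mean reaches 80% but some replicate falls short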;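 note: 0% = neutral control wells and 100% = parthenolide positive control wells; values of inactives mirror those of a sister screen read the other way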
# SUMO Mot1 rescue: yeast Mot1-301 growth rescue at high temperature, primary screen, SUMOylation pathway inhibitor project, S. cerevisiae, ATP luminescence, 38.5C. 1% of 320,000 active. growth rescue, % at 18.8 µM. S. cerevisiae Mot1-301 growth rescue; percent above DMSO median, 100 means doubled;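 active = every valid replicate shows activation above 250% relative to neutral control wells; inactive = the rest, any valid replicate at or below 250%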;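 note: OY570 slx delta 5 strain wells were the positive control but not used for scaling; some compounds called inactive have numbers as strong as hits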
# CDK5 inh: inhibitors of human CDK5/p35 kinase, primary screen, biochemical, single concentration; Cyclin-dependent kinase 5 (Homo sapiens) + Cyclin-dependent kinase 5 activator 1 (Homo …; Recombinant CDK5/p35, ADP-Glo luminescence, 60 min; inhibition, % at 10 µM; 0.01% of 330,000 active; AID 488839, 2010;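 active = highest replicate inhibition of at least 50% and at least 75% of replicates reaching 50%; inconclusive = only one of the two criteria met; inactive = both criteria failed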;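 note: plate controls were DMSO neutral control for no effect and GW8510 at 10 µM for full effect; many of its hits are not listed in these tables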
# NSD2 inh: NSD2 histone methyltransferase inhibitors, primary screen, biochemical, AlphaScreen, single concentration, set 2. 0.54% of 310,000 active. NSD2 peptide methylation, 120 min. AID 743445, 2014. Histone-lysine N-methyltransferase NSD2 (Homo sapiens), O96028. inhibition, % at 12.5 µM; in the data active = inhibition above about 50%
# PKA-R1A act: activators of PKA-R1A holoenzyme, primary screen, biochemical, fluorescence polarization, Cy5-IP20, bovine R1A, mouse PKAc. cAMP-dependent protein kinase type I-alpha regulatory subunit (Bos taurus) + …. PKA-R1A dissociation; scaled: DMSO 0%, 113 µM cGMP 100%. activation, % at 11.4 µM. 0.083% of 340,000 active. AID 504707, 2011;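 active = percent activation above the mean of all tested compounds plus 3 SD, cut at about 19% in these data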;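 note: higher means more PKAc released from R1A so a rise in polarization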
# PKA-R2B activ: activators of PKA-R2B holoenzyme, primary screen, biochemical, fluorescence polarization, Cy5-IP20, human; cAMP-dependent protein kinase catalytic subunit beta (Homo sapiens) + cAMP-dependent …; activation, % at 11.4 µM; PKA-R2B holoenzyme dissociation; R2B truncated from residue 108, S112A mutant; 0% DMSO only, 100% 113 µM cGMP; 0.079% of 340,000 active;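 active = activation above a cutoff set at the mean over all compounds plus 3 SD, cut at about 18% in these data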;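 note: higher means more holoenzyme dissociation and a rise in polarization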
# Target sequence (P31323 whole entry, looked up, other chains not shown, the tested form may be a part): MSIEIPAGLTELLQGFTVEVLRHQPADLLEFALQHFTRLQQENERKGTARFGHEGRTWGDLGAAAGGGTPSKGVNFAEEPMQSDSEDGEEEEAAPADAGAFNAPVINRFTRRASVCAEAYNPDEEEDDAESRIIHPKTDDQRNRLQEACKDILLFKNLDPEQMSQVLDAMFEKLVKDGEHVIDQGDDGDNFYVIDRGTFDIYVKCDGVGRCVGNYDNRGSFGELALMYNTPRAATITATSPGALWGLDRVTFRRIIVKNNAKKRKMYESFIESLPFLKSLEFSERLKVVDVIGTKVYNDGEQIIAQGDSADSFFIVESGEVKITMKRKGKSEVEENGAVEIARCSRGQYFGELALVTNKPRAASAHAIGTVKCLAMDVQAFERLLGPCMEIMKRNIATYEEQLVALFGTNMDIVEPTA
# Active calls of the source: *; ? = inconclusive; . = not tested or not shown.
# The opening 2 compounds, ahead of the listing:
Arr AP2 block	dFosB activator	CDK5 inh	SR-BI DiI inh	NSD2 inh	Pemphigus Ab inh	PKA-R1A act	SR-BI uptake up	PKA-R2B activ	MITF act	SUMO Mot1 rescue	SMILES
-3	-1	1.5	-20	-3	93	-19	20	-6	4	-2	COCCNC(=S)N=Nc1c(O)[nH]c2ccc([N+](=O)[O-])cc12
0	1	-4.3	-22	18	99	-6	22	3	6	-2	CCN(CC)CCCNC(=O)CN1C(=O)CSc2ccc(S(=O)(=O)N3CCOCC3)cc21

# Main list (from the top)
Arr AP2 block	dFosB activator	CDK5 inh	SR-BI DiI inh	NSD2 inh	Pemphigus Ab inh	PKA-R1A act	SR-BI uptake up	PKA-R2B activ	MITF act	SUMO Mot1 rescue	SMILES
-3	-1	1.5	-20	-3	93	-19	20	-6	4	-2	COCCNC(=S)N=Nc1c(O)[nH]c2ccc([N+](=O)[O-])cc12
0	1	-4.3	-22	18	99	-6	22	3	6	-2	CCN(CC)CCCNC(=O)CN1C(=O)CSc2ccc(S(=O)(=O)N3CCOCC3)cc21
6	-8	0.5	14	0	97	-10	-14	-2	1	8	COCCN(C(=O)CSCC(=O)Nc1cccc(C)c1)c1c(N)n(Cc2ccccc2)c(=O)[nH]c1=O
24	1	0.6	-5	0	110	-10	5	-5	-1	-13	O=CNCc1nc2ccccc2n1CCCc1ccccc1
2	-5	-0.2	2	-1	103	-1	-2	6	.	-7	CCOC(=O)C1=NOC(CNC(=O)C2=NOC(CNC(=O)c3c(-c4ccccc4Cl)noc3C)C2)C1 (configuration not stated)
32	-3	0.7	-3	0	92	-12	3	-6	.	0	CC1=NNC(=O)C1Cc1c(Cl)cccc1Cl (configuration not stated)
35	0	0.9	11	0	95	7	-11	-5	-6	7	COC(=O)C1=C(N)Oc2cc(C)n(CC3CCCO3)c(=O)c2C1c1ccc(Cl)c(Cl)c1 (configuration not stated)
9	-8	0.6	-4	-5	.	1	24	2	7	75	CC(C)C12CN3CC(C(C)C)(CN(C1)C3c1ccccc1O)C2=O (configuration not stated)
-3	2	1.7	17	-4	103	-6	-17	-7	-10	12	Cc1cccc(N2CC(c3nc4ccccc4[nH]3)CC2=O)c1 (configuration not stated)
16	-3	0.8	-3	-3	92	8	3	4	-2	15	COc1ccccc1CNC(=O)CSc1n[nH]c(N)n1
-3	-4	-0.1	32	0	98	-6	-32	1	-4	-1	O=c1c2c([nH]c3ccc(Br)cc13)CCCC2
0	-12	0.5	70	-3	103	4	-70	-8	41	-2	COc1cccc(-c2cc(C(=O)NCC3CCCO3)c3cc(Br)cc(C)c3n2)c1 (configuration not stated)
37	-10	0.2	-23	15	106	8	23	-2	-3	7	Cc1[nH]n(-c2ccccc2)c(=O)c1C(=O)c1cccc(F)c1
-4	-2	-1.0	-18	0	104	-4	18	-1	-8	-9	Cc1ccc(C2(C)NC(=O)N(CC(=O)NNC(=O)c3ccoc3C)C2=O)cc1 (configuration not stated)
-2	2	0.6	4	1	119	-5	-4	-3	-5	-1	O/N=C/Cc1[nH]c2ccccc2c1-c1ccccc1
-47	-6	-4.2	-26	.	106	-5	26	-9	-6	-5	CC(C)Cc1cc(C(=O)NCCCN2CCOCC2)no1
-5	-10	-0.3	37	1	107	-7	-37	-8	-6	.	CNc1ccc(N=Nc2cccc3ncccc23)cc1
8	1	1.1	9	.	101	5	-9	1	-11	113	CC(=O)c1ccc2c(c1)C1C=CCC1C(c1cc3c(cc1Br)OCO3)N2 (configuration not stated)
-12	-6	-0.7	48	3	101	-8	-48	-7	-9	-5	COc1ccccc1N1CCN(CC(=O)c2c(C)[nH]c3cc(C)ccc23)CC1
9	0	1.9	0	-14	.	16	0	14	8	-9	CC(C)CCSc1nnc(N)s1
7	12	0.4	61	-2	108	9	-61	6	7	15	CCOC(=O)c1cc(-c2ccccc2)sc1NC(=O)c1cc(OC)c(OC)c(OC)c1
-7	5	-0.4	-12	12	118	-7	12	-13	-8	0	OCCCN1CCN(CCCOc2ccccc2-c2ccccc2)CC1
-11	-2	-1.1	14	2	94	0	-14	-4	-6	-3	O=C(NNC(=O)c1cc(F)c(F)cc1Cl)c1ccc(NS(=O)(=O)c2cccs2)cc1
-1	-21	2.7	72*	-1	107	-8	-72	-3	.	137	CC(=O)COc1ccc2c(-c3ccccc3)cc(=O)oc2c1C
0	1	-0.4	12	1	97	3	-12	5	-18	-43	OC(COC(c1ccc(Cl)cc1)c1ccc(Cl)cc1)CN1CCc2ccccc2C1 (configuration not stated)
7	1	1.6	11	1	90	8	-11	6	-15	-14	CCN(c1ccccc1)S(=O)(=O)c1ccc(Cl)c(NC(=O)COC(=O)c2ccc(Cl)c(N)c2)c1
-3	-12	0.0	-1	5	99	-2	1	1	-8	0	CCN(CC)S(=O)(=O)c1cccc(C(=O)NNC(=O)C2=NN(c3ccccc3)C(=O)CC2)c1
-2	3	0.6	-17	5	103	-10	17	-9	2	-9	CCCCNC(=O)Nc1nnc(-c2ccc(OCC)cc2)o1
11	-6	-1.1	-2	-1	98	-10	2	-3	6	-10	COCCN(C(=S)Nc1cccc(C)c1)C(C)c1cccnc1 (configuration not stated)
26	-19	-0.2	8	-5	100	5	-8	2	-10	9	COc1cc(C(=O)NCc2nnc(SCC(=O)NC3CCCCC3)o2)cc(OC)c1OC
18	-6	-1.3	-10	0	108	8	10	0	101*	26	Cc1ccc(Cl)c(OCC(=O)Nc2cccnc2)c1
23	4	2.0	-17	-1	102	-12	17	2	9	19	Cc1ccc(CNC(=O)CN2C(C)CCCC2C)cc1 (configuration not stated)
2	-11	0.7	28	3	100	-3	-28	-4	8	1	S=C(Nc1ccc(Cl)cc1)Nc1ccc2cn[nH]c2c1
-16	-6	-1.2	-13	-1	98	-6	13	-2	21	6	CN(/N=C/c1cc(Br)cc(Br)c1O)c1ccccc1
3	-3	1.3	-10	4	161	-7	12	15	1	162	CCc1ccc(/C=C2\SC(=S)N(CCC(=O)N3CCN(C)CC3)C2=O)cc1
7	-3	-1.4	-28	-2	96	-4	28	-6	-5	.	COc1ccc(NC2CS(=O)(=O)CC2OC(=O)c2ccc(F)cc2)cc1 (configuration not stated)
4	-2	0.5	10	5	.	-6	-10	-1	-3	.	Cc1cc(C)n(-c2cc(N3CCN(C(=O)c4cccc(F)c4)CC3)ccc2[N+](=O)[O-])n1
-6	-6	-0.4	22	0	102	-4	-22	1	1	6	CCN(CC)C(=O)c1ccc(S(=O)(=O)Cc2ccc(C)cc2)c([N+](=O)[O-])c1
2	4	0.1	-41	1	104	0	41	-2	3	.	O=C(CN1C(=O)c2cccc3cccc1c23)NCc1ccc2c(c1)OCO2
-1	-2	-0.4	3	-7	100	-5	-3	-8	-10	8	O=C(Cc1ccccn1)Nc1ccccc1
5	-3	-5.1	13	.	116	-3	-13	-4	.	-5	CCc1c(C)sc(NC(=O)c2cc(-c3ccc(O)cc3)on2)c1C#N
6	-3	0.0	-6	2	109	-3	6	-3	-4	-2	O=C(O)CCn1c(Cc2ccccc2)nc2ccccc21
-8	-10	0.1	13	14	100	-2	-13	0	11	3	CCOc1ccccc1NC(=O)COC(=O)CC(C)(C)CC1=NS(=O)(=O)c2ccccc2N1
38	1	-0.5	-13	-2	98	-6	13	-15	1	3	CC(=O)NNC(=O)CCn1nnc(-c2ccc(Cl)cc2)n1
1	-7	-4.3	8	.	109	-3	-8	1	7	-6	Cc1ccc(S(=O)(=O)N2[C@@H](c3ccccc3F)C(C(=O)O)=CC[C@H]2c2cccc(C)c2)cc1
20	-4	-7.2	1	-4	104	-4	-1	-18	.	-6	CCOC(=O)C1CCN(C(=S)Nc2ccc(C)cc2)CC1
-2	-1	-0.3	-25	1	107	-6	25	8	14	-4	Cc1cc(NC(=O)CSc2nc3ccccc3s2)no1
-1	-8	0.9	-8	0	90	-10	8	-6	19	36	CN(C)C(CNC(=O)c1ccc(OCc2cn3ccccc3n2)cc1)c1ccco1 (configuration not stated)
10	-2	0.6	-14	2	126	2	14	6	0	11	c1ccc(CC2CCCNC2)cc1 (configuration not stated)
4	?	-0.2	-5	0	105	1	5	11	0	9	CC1CCCN(Cc2c(O)ccc3c(=O)c(-c4nc5ccccc5s4)c(N)oc23)C1 (configuration not stated)
15	-9	0.1	-5	2	100	-1	5	-5	-6	-4	COc1ccc(NC(=O)CSc2ccc(-c3ccco3)nn2)c(OC)c1
-5	-2	0.9	-11	-2	109	-2	11	-2	30	-7	c1ccc(-c2cnnc(N3CCOCC3)n2)cc1
7	-3	-2.7	-33	1	99	12	33	-3	5	14	CCCCOC(=O)NC(NCC(O)c1ccccc1)(C(F)(F)F)C(F)(F)F (configuration not stated)
20	-33	1.8	14	-1	111	-2	-14	0	.	16	Cc1ccc(C(=O)Nc2cccc(-c3nc4ncccc4o3)c2)cc1
1	-2	-5.8	-5	4	113	-2	5	-15	8	-1	COC(=O)CC/C(O)=C1\C(=O)CC(C)(C)CC1=Nc1ccccc1OC
3	-1	0.2	44	-2	.	4	-44	-8	.	-8	CCN(CC)c1ccc(/C=N\NC(=O)c2cccc3cc[nH]c23)cc1
0	-12	1.2	24	-2	92	6	-24	-9	3	-10	CSc1ccc(Cn2nnc(C(=O)NCCc3ccc(Cl)cc3)c2N)cc1
-5	-4	1.3	-9	2	125	-2	9	-8	-73	53	Cc1nnc(SC(=O)N2c3ccccc3Sc3ccccc32)s1

# Assay outcomes: PubChem, several laboratories
